Screens: PubChem BioAssay, NCI
cln2 rad14: NCI yeast anticancer drug screen, S. cerevisiae cln2 rad14 strain. 78,000 compounds, 8.3% hits. AID 165. growth inhibition, % at 50 µM;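 also: 0% = growth of vehicle-only cultures of the same strain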
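Compounds are applied to the cln2 rad14 yeast strain, and growth is then compared with that of vehicle-treated cultures to give inhibition.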
yeast mec2-1: NCI yeast anticancer drug screen, S. cerevisiae mec2-1 strain; 79,000 compounds, 9% hits; % growth inhibition at 50 µM;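 also: 0% = growth of vehicle-only cultures of the same strain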
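Compounds were applied to mec2-1 yeast cells. Their growth was then compared with that of vehicle-treated cultures to give growth inhibition.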
rad50: NCI yeast anticancer drug screen, S. cerevisiae rad50 strain | % growth inhibition at 50 µM | 79,000 compounds, 10% hits | AID 155;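 also: 0% = growth of vehicle-only cultures of the same strain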
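Vehicle-treated cultures provide the reference for the growth inhibition reported for compound-exposed, repair-deficient yeast.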
bub3: NCI yeast anticancer drug screen, S. cerevisiae bub3 mutant strain | 78,000 compounds, 9.9% hits | growth inhibition, % at 50 µM | AID 167;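 also: 0% = growth of vehicle-only cultures of the same strain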
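Mutant yeast screening strain plus compound; vehicle-treated cultures serve as the 0% inhibition reference.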
sgs1 mgt1: NCI yeast anticancer drug screen, S. cerevisiae sgs1 mgt1 strain; growth inhibition, % at 50 µM; 78,000 compounds, 10% hits; AID 161;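 also: 0% = growth of vehicle-only cultures of the same strain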
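Percent growth inhibition was derived by comparing compound-exposed mutant yeast with vehicle-exposed cultures. The strain carries alterations in DNA damage repair.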
mlh1 rad18: NCI yeast anticancer drug screen, S. cerevisiae mlh1 rad18 strain | % growth inhibition at 50 µM | 79,000 compounds, 11% hits | AID 175;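 also: 0% = growth of vehicle-only cultures of the same strain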
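Cells of a genetically altered yeast strain, deficient in DNA damage repair, were treated with compound. Their growth was then compared with that of vehicle-treated cultures to give inhibition.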
Active calls of the source: *; x = no result given; & = joins results of further samples. Rule as the data show it: active = growth inhibition above about 70%; inactive = the rest.

The line under a structure holds: cln2 rad14, yeast mec2-1, rad50, bub3, sgs1 mgt1, mlh1 rad18
- NC(=S)Nc1cccc([N+](=O)[O-])c1
  -7, -26, -42, -31, -16, -22
- CC(=O)/C(=C/n1ccc(=O)[nH]c1=S)C(=O)Nc1ccc([N+](=O)[O-])cc1
  -20, -19, -18, -3, -38, -11
- NS(=O)(=O)c1cc(C(=O)O)c(O)c2ccccc12
  -24, 3, 10, 7, 1, 16
- CCCCCCOC(C)OCCCCCC
  42, -26, 3, -8, 7, -34
- C/C=C/C=C\COC(=O)C1CC1
  -70, -19, -30, -16, -8, -15
- CCCCCC/C=C\CCCCCCCCCc1c(O)c(OC)cc(O)c1CN(C)C
  86*, 88*, 81*, 81*, 87*, 80*
- CC(C)n1c(=S)[nH]c2c(=O)[nH]c(=O)[nH]c21
  -53, -22, -31, 11, 0, -17
- S=c1nc[nH][nH]1
  -9, -4, 22, 1, 16, 22
- O=C(O)c1cc2ccc3cccc4ccc(c1)c2c34
  78*, 71*, 80*, 88*, 87*, 86*
- O=[N+]([O-])c1ccc(N/N=C/C(Br)(Br)Br)c([N+](=O)[O-])c1
  -12, -1, -6, -14, -21, -28
- Cc1cc(C)cc(N)c1
  -9, -30, 2, -5, -5, -10
- NC(=S)N/N=C1/CC(=O)N(c2ccccc2)C1c1ccccc1 (stereo not drawn)
  -3, 13, 33, 32, 37, 39
- CNC(=O)c1ccccc1C
  -33, -6, -1, 7, -7, 0
- CCOC(=O)OC1CCC2(C)C(=CCC3C2CCC2(C)C(C(C)CCCC(C)C)CCC32)C1 (stereo not drawn)
  10, -19, -4, 4, 1, -4
- Cc1cc(C)c(C(=O)OC(c2ccccc2)C(c2ccccc2)N2CCCC2)c(C)c1 (stereo not drawn)
  13, -14, 34, -4, 29, 2
- O=C(Cc1ccccc1)NC(CSCc1ccccc1)C(=O)O (stereo not drawn)
  -39, 19, 10, 11, -15, 40
- O=S1(=O)CCc2ccccc2C(Br)C1 (stereo not drawn)
  -33, 6, 8, 8, -4, 37
- CSc1ncnc2nn(C3OC(COC(=O)c4ccccc4)C(OC(=O)c4ccccc4)C3OC(=O)c3ccccc3)nc12 (stereo not drawn)
  40, 18, -15, -11, -14, 15
- Cc1ccc(C(C)[N+](=O)[O-])cc1 (stereo not drawn)
  -14, 18, 13, 0, 18, 18
- CC(=O)N1C(=O)CC23c4cccc([N+](=O)[O-])c4C(=O)N2CCCN13 (stereo not drawn)
  11, 0, 9, -22, 1, 17

Next entries follow:
The line under a structure holds: cln2 rad14, yeast mec2-1, rad50, bub3, sgs1 mgt1, mlh1 rad18
- COC1c2ccccc2C(C)(C)c2nc3ccccc3cc21 (stereo not drawn)
  -38, -10, -1, 2, -5, -3
- O=C(O)/C(=C/c1cccs1)c1ccc(F)cc1
  29, 12, 19, -3, 15, 4
- CCCCCCCCCCN(CCCCCCCCCC)C(=O)COc1c2cc(C(C)(C)C)cc1Cc1cc(C(C)(C)C)cc(c1OCC(=O)N(CCCCCCCCCC)CCCCCCCCCC)Cc1cc(C(C)(C)C)cc(c1OCC(=O)N(CCCCCCCCCC)CCCCCCCCCC)Cc1cc(C(C)(C)C)cc(c1OCC(=O)N(CCCCCCCCCC)CCCCCCCCCC)C2
  87*, 89*, 86*, 88*, 89*, 85*
- O=c1[nH]c2cc(Cl)ccc2nc1/C=C(\O)c1ccc2ccccc2c1
  -4, -5, 27, -17, -6, 25
- CC(C)(C)C1CCC(C2CC(C(C)(C)C)CCC2=O)CC1 (stereo not drawn)
  5, -8, 3, 6, 2, 28
- Cc1cc(N=[N+]=[N-])c2ccc(Cl)cc2n1
  -47, 1, -8, 9, -6, 33
- CCOC(=O)CNC(=O)c1ccccc1
  -14&-8, -36&-7, -12&4, 27&-2, -7&-10, -5&-1
- O=C(O)CN1C(=O)C(=O)c2cc([N+](=O)[O-])ccc21
  x, 26, 22, x, x, 55
- O=c1cc(-c2cccc(OCc3ccccc3)c2)[nH]c2cc3c(cc12)OCO3
  6, -21, 21, 20, 17, -52
- Cc1cccc(-n2cnc3c(N(CCO)CCO)ncnc32)c1
  -4, 3, 7, 2, -10, -4
- Cc1oc2ccccc2c(=O)c1CO
  -10, 13, -13, -11, 2, -12
- CN(C)CCCNC(=O)N/N=C/c1cccc([N+](=O)[O-])c1
  -21, -28, -16, -49, -46, -33
- CN(C)CC1CCC/C(=C\c2ccc(Cl)cc2)C1=O (stereo not drawn)
  87*, 87*, 80*, 91*, 93*, 91*
- O=C(NC1c2ccccc2Oc2ccccc21)OCCI
  13, 6, 36, -14, 38, 20
- Brc1ccncc1
  3, -47, -11, -22, -2, -14
- Cn1c(=O)c2c(c3ccccc31)Oc1oc3ccc4ccccc4c3c(=O)c1C2
  -22, -1, 21, 1, -3, -1
- COc1ccc2cc(C(=O)c3ccccc3)c(=O)oc2c1
  11, -21, 0, 12, 19, -14
- CCCCN(CCCC)CC(C(=O)Nc1ccc([N+](=O)[O-])cc1[N+](=O)[O-])/C(C)=N\NC(=O)C[N+](C)(C)C (stereo not drawn)
  4, 16, 46, 28, 20, 52
- Cc1cc2ccccc2c[n+]1CC(O)CBr (stereo not drawn)
  -37, 7, -5, -11, 11, 6
- CC(C)N1C(=O)C=CC1=O
  57, 99*, 94*, 47, 52, 54

(next part)
The line under a structure holds: cln2 rad14, yeast mec2-1, rad50, bub3, sgs1 mgt1, mlh1 rad18
- Cc1nccnc1N1CCCCC1
  16, -1, 20, 2, -6, -11
- COc1ccc(/C(C)=N/NC(=O)c2ccncc2)cc1OC
  -13, -10, -10, -40, -19, -4
- CSc1ccc(C2NC(=O)NC2=O)cc1 (stereo not drawn)
  -9, -15, -10, 5, -2, -10
- Cc1ccc(NC(Nc2ccc(C)cc2C)=C(C(Cl)=C(Cl)Cl)[N+](=O)[O-])c(C)c1
  99*, 99*, 98*, 98*, 99*, 98*
- COc1cccc(C(N)=O)c1OC
  -22, 8, 3, 12, -11, -15
- COc1cc(C2NC(=O)C(C#N)=C(Nc3cccc(C)c3)S2)ccc1O (stereo not drawn)
  1, -19, -3, -6, 13, -17
- O=C(c1ccc(Cl)s1)C(Cl)C(Cl)c1ccc(Cl)s1 (stereo not drawn)
  -12, -2, -20, 30, 1, -4
- N#CC(Nc1ccccc1)c1ccc(C(C#N)Nc2ccccc2)cc1 (stereo not drawn)
  -21, 8, 3, -16, -45, -34
- O=c1oc(-c2ccccc2)nc2c1sc1nc(-c3ccccc3)oc(=O)c12
  80*, 31, 48, 25, 43, 49
- CC1C2C=CC(C2)C1C(=O)O (stereo not drawn)
  10&-42, 5&29, 14&5, -2&8, 6&0, 11&7
- C1CCc2nc3c(nc2C1)CCCC3
  -10, 2, 10, 0, 2, 7
- N#Cc1sc2c(c1O)c(=O)n(-c1ccccc1)c(=S)n2-c1ccccc1
  -23, -37, -41, -55, -37, -48
- Cn1cnc([N+](=O)[O-])c1Cl
  -8, -4, 43, 19, -2, -1
- NC(=S)NN/C=C(\C=Nc1ccccc1)[N+](=O)[O-]
  0, -3, 8, 0, 4, 1
- O=C1C2C3C=CC(O3)C2C(=O)N1/N=C\C(O)C(O)C(O)C(O)CO (stereo not drawn)
  5, 8, 3, 3, 8, 20
- O=C1OC(C(O)C(O)CO)C(O)=C1O (stereo not drawn)
  -8&4, 14&4, 1&17, -9&3, -14&-11, 6&20
- C=C1CCC[C@@H]2[C@@](C)(CC3=CC(=O)C=CC3=O)C(C)CC[C@]12C (stereo partly drawn)
  95*, 89*, 98*, 99*, 99*, 98*
- CCOC(=O)CN(CC(=O)OCC)c1ccccc1OCCOc1ccccc1N(CC(=O)OCC)CC(=O)OCC
  18, 1, 10, 3, -13, 1
- O=C1c2ccccc2C(=O)c2sc(Nc3cccc(Cl)c3)nc21
  90*, 92*, 90*, 91*, 93*, 91*
- CN(C)N=Nc1ccc(C(=O)NC(Cc2ccccc2)C(=O)O)cc1 (stereo not drawn)
  1, -4, 1, 3, 3, 6

The results go on:
The line under a structure holds: cln2 rad14, yeast mec2-1, rad50, bub3, sgs1 mgt1, mlh1 rad18
- O=C1OC(C(O)CO)C(C(O)CO)OC1=O (stereo not drawn)
  -7, -16, -9, -12, -39, 2
- COC1=CC(=O)c2c(O)c3c(c(O)c2C1=O)C[C@](C)(O)C[C@@H]3O
  48, 80*, 85*, 84*, 86*, 84*
- CC1=CCC2C(=O)N(c3cc(C)on3)C(=O)C2C1 (stereo not drawn)
  -2, -20, -7, 15, 20, 16
- CC(C)CCCC(C)C1CCC2(C)C3CCC(C(C)O)C(C)(CCCO)C3CCC12C (stereo not drawn)
  38, 27, 48, 24, 61, 56
- COC(=O)C1C(=O)C=C(O)C2CCCCC21 (stereo not drawn)
  -63, -3, 2, -31, 0, 2
- Cc1cc(C(C)(C)C)c(O)c(C(C)(C)C)c1
  -8, 5, 4, 0, -18, -24
- O=C(O)C1OC1(c1ccccc1Cl)c1ccccc1Cl (stereo not drawn)
  2, -13, 7, -3, 8, 10
- ClCC#CCCl
  4, -11, 19, -7, 17, 5
- CN(Cc1c(O)ccc2ccccc12)Cc1c[nH]c2ccccc12
  -47, -14, 20, 7, 0, 13
- C=CCNC(=S)Nc1ccccc1C=O
  -48, -2, 8, -13, 1, 12
- Oc1ccccc1C=Nc1ccc(Cl)cn1
  22, 15, 17, 19, 16, 21
- Cc1ccc(S(=O)(=O)Oc2c(Cl)cc(Cl)cc2Cl)cc1
  -19, 9, -2, 25, 26, 30
- CC(=O)c1ccc(NC(=O)C(=O)CC(=O)c2sc(-n3nc(-c4ccccc4)cc3-c3ccccc3)nc2C)cc1
  -8, -40, -8, -6, -30, 0
- CSc1cc2c(cc1N)C(=O)c1ccccc1-2
  -24, 2, 12, -13, 7, 13
- COC(=O)N/N=C(/CC1(O)C(=O)Nc2ccccc21)c1ccc(Cl)cc1Cl (stereo not drawn)
  92*, 99*, 97*, 97*, 98*, 98*
- COC1CCCCN1C(=O)c1ccccc1 (stereo not drawn)
  7, 0, 19, -6, 7, -4
- CN1CCCC(c2ccc(Br)cc2)O1 (stereo not drawn)
  20, -1, -14, 1, -11, 13
- CCCCCCCCCCCCN(CCCC)CCCCCCCCCCCC
  55, 18, 49, 51, 52, 40

Ordered by molecular weight (descending): part of the list above.
The line under a structure holds: cln2 rad14, yeast mec2-1, rad50, bub3, sgs1 mgt1, mlh1 rad18
- CCOC(=O)CN(CC(=O)OCC)c1ccccc1OCCOc1ccccc1N(CC(=O)OCC)CC(=O)OCC
  18, 1, 10, 3, -13, 1
- CC(=O)c1ccc(NC(=O)C(=O)CC(=O)c2sc(-n3nc(-c4ccccc4)cc3-c3ccccc3)nc2C)cc1
  -8, -40, -8, -6, -30, 0
- CC(C)CCCC(C)C1CCC2(C)C3CCC(C(C)O)C(C)(CCCO)C3CCC12C (stereo not drawn)
  38, 27, 48, 24, 61, 56
- CCCCCCCCCCCCN(CCCC)CCCCCCCCCCCC
  55, 18, 49, 51, 52, 40
- COC(=O)N/N=C(/CC1(O)C(=O)Nc2ccccc21)c1ccc(Cl)cc1Cl (stereo not drawn)
  92*, 99*, 97*, 97*, 98*, 98*
- Cc1ccc(S(=O)(=O)Oc2c(Cl)cc(Cl)cc2Cl)cc1
  -19, 9, -2, 25, 26, 30
- O=C1C2C3C=CC(O3)C2C(=O)N1/N=C\C(O)C(O)C(O)C(O)CO (stereo not drawn)
  5, 8, 3, 3, 8, 20
- O=C1c2ccccc2C(=O)c2sc(Nc3cccc(Cl)c3)nc21
  90*, 92*, 90*, 91*, 93*, 91*
- CN(C)N=Nc1ccc(C(=O)NC(Cc2ccccc2)C(=O)O)cc1 (stereo not drawn)
  1, -4, 1, 3, 3, 6
- COC1=CC(=O)c2c(O)c3c(c(O)c2C1=O)C[C@](C)(O)C[C@@H]3O
  48, 80*, 85*, 84*, 86*, 84*
- CN(Cc1c(O)ccc2ccccc12)Cc1c[nH]c2ccccc12
  -47, -14, 20, 7, 0, 13
- C=C1CCC[C@@H]2[C@@](C)(CC3=CC(=O)C=CC3=O)C(C)CC[C@]12C (stereo partly drawn)
  95*, 89*, 98*, 99*, 99*, 98*
- O=C(O)C1OC1(c1ccccc1Cl)c1ccccc1Cl (stereo not drawn)
  2, -13, 7, -3, 8, 10
- CC1=CCC2C(=O)N(c3cc(C)on3)C(=O)C2C1 (stereo not drawn)
  -2, -20, -7, 15, 20, 16
- CSc1cc2c(cc1N)C(=O)c1ccccc1-2
  -24, 2, 12, -13, 7, 13
- O=C1OC(C(O)CO)C(C(O)CO)OC1=O (stereo not drawn)
  -7, -16, -9, -12, -39, 2
- COC(=O)C1C(=O)C=C(O)C2CCCCC21 (stereo not drawn)
  -63, -3, 2, -31, 0, 2
- Cc1cc(C(C)(C)C)c(O)c(C(C)(C)C)c1
  -8, 5, 4, 0, -18, -24
- COC1CCCCN1C(=O)c1ccccc1 (stereo not drawn)
  7, 0, 19, -6, 7, -4
- O=C1OC(C(O)C(O)CO)C(O)=C1O (stereo not drawn)
  -8&4, 14&4, 1&17, -9&3, -14&-11, 6&20
- ClCC#CCCl
  4, -11, 19, -7, 17, 5
